Source: PubChem (The Scripps Research Institute Molecular Screening Center)
PAFAH2 inh: PAFAH2 (human) inhibition; Q99487; recombinant PAFAH2, FP-rhodamine activity probe, fluorescence polarization; inhibition, % at 3.39 µM; 0.99% of 340,000 active;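 active = inhibition above the mean over all tested compounds plus 3 SD, cut at about 30% in these data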;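 note: inhibitors block probe labeling of enzyme so polarization drops; 0% = enzyme with DMSO and 100% = wells lacking PAFAH2 protein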
LYPLA2 inh: counter-screen for PME1 inhibitors: inhibitors of human LYPLA2; recombinant LYPLA2, FP-Rh probe fluorescence polarization; AID 2177; 0.38% of 320,000 active; O95372; inhibition, % at 5.9 µM;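 active = inhibition above the screen-wide mean plus 3 SD, limit set per campaign, cut at about 26% in these data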;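 note: 0% = LYPLA2 with DMSO and 100% = wells lacking LYPLA2 enzyme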
Target sequence (O95372 whole entry, looked up): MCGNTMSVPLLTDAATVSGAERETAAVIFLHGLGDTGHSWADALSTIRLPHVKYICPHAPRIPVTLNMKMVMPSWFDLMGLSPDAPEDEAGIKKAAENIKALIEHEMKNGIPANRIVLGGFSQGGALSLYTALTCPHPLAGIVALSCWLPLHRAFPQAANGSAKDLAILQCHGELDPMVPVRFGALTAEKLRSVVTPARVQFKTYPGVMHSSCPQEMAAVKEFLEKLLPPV
PAFAH1B2 FP inh: inhibitors of human PAFAH1B2. P68402. recombinant PAFAH1B2, FP-rhodamine activity probe, fluorescence polarization. inhibition, % at 3.39 µM. 1.2% of 340,000 active;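 active = inhibition above the mean of all tested compounds plus 3 SD, cut at about 24% in these data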;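 note: 0% = enzyme with DMSO and 100% = wells lacking PAFAH1B2; many of its hits are not listed in these tables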
PREPL inh: human PREPL enzyme inhibition; Q4J6C6; 0.68% of 320,000 active; inhibition, % at 5.96 µM; recombinant PREPL, fluorescence polarization activity-based probe; in the data active = inhibition above about 43%;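 note: 0% = enzyme with DMSO and 100% = wells lacking enzyme; many of its hits are not listed in these tables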
PAFAH1B3 inh: PAFAH1B3 (human) inhibition; Q15102; recombinant PAFAH1B3, FP-rhodamine probe, fluorescence polarization; inhibition, % at 3.39 µM; 0.28% of 340,000 active; AID 492972;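 active = inhibition above the screen-wide average of all tested compounds plus 3 SD, cut at about 25% in these data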;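 note: 0% = enzyme with DMSO only and 100% = wells lacking PAFAH1B3 protein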
pPAFAH FP inh: inhibitors of human plasma PAF acetylhydrolase (pPAFAH) | Q13093 | recombinant pPAFAH, FP-rhodamine probe fluorescence polarization | inhibition, % at 3.39 µM | 1.5% of 330,000 active;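 active = inhibition above the mean inhibition across the screen plus 3 SD, cut at about 25% in these data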;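 note: inhibitors block binding of the rhodamine activity-based probe so polarization drops; 0% = enzyme with DMSO and 100% = wells lacking pPAFAH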
Target sequence (Q13093 whole entry, looked up): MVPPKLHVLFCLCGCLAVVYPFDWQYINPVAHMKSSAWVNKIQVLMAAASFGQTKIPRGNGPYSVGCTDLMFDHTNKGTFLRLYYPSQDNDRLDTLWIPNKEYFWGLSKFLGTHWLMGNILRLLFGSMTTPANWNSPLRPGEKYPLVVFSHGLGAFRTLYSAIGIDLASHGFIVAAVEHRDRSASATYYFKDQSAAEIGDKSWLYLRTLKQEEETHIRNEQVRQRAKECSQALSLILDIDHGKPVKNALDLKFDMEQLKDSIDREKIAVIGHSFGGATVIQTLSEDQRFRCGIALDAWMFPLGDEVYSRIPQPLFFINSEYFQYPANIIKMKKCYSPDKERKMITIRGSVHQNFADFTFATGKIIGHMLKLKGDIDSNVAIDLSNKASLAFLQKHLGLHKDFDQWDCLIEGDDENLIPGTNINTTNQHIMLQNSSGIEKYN
PAD4 inh: blocks human protein arginine deiminase 4; AID 485272; inhibition, % at 6.36 µM; Q9UM07; recombinant PAD4, RCA probe fluorescence polarization; 0.41% of 330,000 active;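 active = percent inhibition above a cutoff equal to the mean of all tested compounds plus 3 SD, cut at about 15% in these data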;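 note: 0% = PAD4 with RCA probe and DMSO and 100% = probe without PAD4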
GSTO1 inh: GSTO1 inhibition, counter-screen for RBBP9 inhibitors | P78417 | recombinant GSTO1, activity-based probe fluorescence polarization | inhibition, % at 5.96 µM | 1.1% of 300,000 active | AID 1974;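 active = inhibition above the campaign mean inhibition plus 3 SD, cut at about 35% in these data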;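 note: 0% = GSTO1-1 with DMSO and 100% = wells lacking GSTO1-1 enzyme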
LYPLA1 inh: LYPLA1 (human) inhibition in PME1 counter-screen; inhibition, % at 5.9 µM; recombinant LYPLA1, FP-Rh probe fluorescence polarization; AID 2174; 0.16% of 320,000 active; O75608;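 active = inhibition above the mean of all tested compounds plus 3 SD, set per campaign, cut at about 14% in these data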;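 note: inhibitors block serine hydrolase probe labeling of LYPLA1 so polarization falls; 0% = enzyme with DMSO and 100% = wells lacking LYPLA1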
Target sequence (O75608 whole entry, looked up): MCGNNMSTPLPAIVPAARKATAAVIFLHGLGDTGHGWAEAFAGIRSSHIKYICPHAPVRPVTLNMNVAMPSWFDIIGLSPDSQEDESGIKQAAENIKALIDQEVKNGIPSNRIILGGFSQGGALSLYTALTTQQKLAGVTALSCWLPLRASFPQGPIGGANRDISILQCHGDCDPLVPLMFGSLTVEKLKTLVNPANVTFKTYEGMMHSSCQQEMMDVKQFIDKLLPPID
Active calls of the source: *; nt = no result given.

Every second line gives: PAFAH2 inh | LYPLA2 inh | PAFAH1B2 FP inh | PREPL inh | PAFAH1B3 inh | pPAFAH FP inh | PAD4 inh | GSTO1 inh | LYPLA1 inh
[1] COc1ccc(C(=O)CCC(=O)N2CCN(c3cccc(Cl)c3)CC2)cc1
    2.9 | 25.7 | 13.7 | -18.0 | 7.5 | 8.0 | 0.5 | 2.5 | 1.4
[2] CCC(C)NC(=O)c1cc(Sc2nnc(C)s2)nc2ccccc12 (stereo unspecified)
    nt | 6.2 | nt | 9.7 | nt | -2.1 | 8.0 | 1.6 | -1.7
[3] CCN(CC)CCCC1(CN)OCCc2ccccc21 (stereo unspecified)
    -0.2 | 15.4 | -1.4 | 26.8 | 5.8 | 4.7 | -0.9 | -1.4 | -0.6
[4] CC(Oc1ccc(Cl)cc1Cl)C(=O)NNC(=O)C(=O)N1CCCCC1 (stereo unspecified)
    -7.2 | -8.6 | 6.3 | -10.5 | 0.6 | 4.2 | -5.5 | 2.9 | -2.8
[5] Cc1ccc2nc(SCC(=O)c3ccc(O)cc3O)[nH]c2c1
    7.4 | -1.5 | -0.4 | 17.4 | 2.1 | 4.6 | -5.1 | -2.4 | 1.0
[6] CCOc1ccc(OCc2ccc(C(=O)N3CCCCC3)o2)cc1
    3.4 | 3.3 | 1.4 | 10.8 | 3.1 | 9.4 | -1.0 | 6.6 | 1.9
[7] CC(OC(=O)Cc1c[nH]c2ccccc12)C(=O)Nc1ccc(S(N)(=O)=O)cc1 (stereo unspecified)
    -0.6 | 3.8 | -0.9 | -8.1 | 5.7 | 5.0 | -2.6 | 1.5 | 4.1
[8] CCOc1ccccc1C1C(C(N)=O)=C(C)Nc2nc(-c3ccc(OC)cc3)nn21 (stereo unspecified)
    6.9 | -3.7 | -1.2 | -1.8 | 18.4 | -0.1 | -5.3 | 0.7 | -3.2
[9] COc1ccc(OC)c(NC(=O)CN2c3cccc4cccc(c34)S2(=O)=O)c1
    2.2 | nt | 4.5 | 9.2 | 5.2 | 2.1 | -5.1 | nt | nt
[10] CCn1ncc(/C=N\NC(=O)COc2cc(C)cc(C)c2)c1C
    1.5 | 4.8 | -0.5 | 1.2 | 4.2 | -4.2 | 0.9 | 4.3 | -1.1
[11] COc1cc(C(=O)N(CCN(C)C)CC2CCCN(Cc3ccccc3F)C2)ccc1C (stereo unspecified)
    -1.3 | 2.1 | 7.8 | 18.2 | 6.6 | 1.2 | 2.6 | -1.3 | 5.7
[12] COc1ccc(CCNC(=O)CC2(CC3=NS(=O)(=O)c4ccccc4N3)CCCC2)cc1OC
    5.7 | 2.1 | -1.1 | 10.9 | 3.4 | 6.3 | 2.7 | 2.5 | -0.3
[13] N#Cc1cc2c(ccc3ccccc32)oc1=O
    5.5 | -7.5 | -0.2 | 4.0 | 0.7 | 3.9 | 2.4 | -4.8 | 2.1
[14] COc1cccc(C(=O)Nc2cccc(C(=O)NC3=NN(c4c(Cl)cc(Cl)cc4Cl)C(=O)C3)c2)c1
    -11.8 | -8.9 | 5.4 | 8.5 | 21.9 | 29.9* | -11.9 | 4.1 | -15.0
[15] O=C(CN1C(=O)COc2ccccc21)N1CCN(c2ccccc2F)CC1
    -4.2 | -2.1 | -0.1 | 14.6 | 1.0 | 1.8 | -0.9 | 3.9 | 1.3

Of the compounds above, five have nitrogen in an aromatic ring:
Every second line gives: PAFAH2 inh | LYPLA2 inh | PAFAH1B2 FP inh | PREPL inh | PAFAH1B3 inh | pPAFAH FP inh | PAD4 inh | GSTO1 inh | LYPLA1 inh
[2] CCC(C)NC(=O)c1cc(Sc2nnc(C)s2)nc2ccccc12 (stereo unspecified)
    nt | 6.2 | nt | 9.7 | nt | -2.1 | 8.0 | 1.6 | -1.7
[5] Cc1ccc2nc(SCC(=O)c3ccc(O)cc3O)[nH]c2c1
    7.4 | -1.5 | -0.4 | 17.4 | 2.1 | 4.6 | -5.1 | -2.4 | 1.0
[7] CC(OC(=O)Cc1c[nH]c2ccccc12)C(=O)Nc1ccc(S(N)(=O)=O)cc1 (stereo unspecified)
    -0.6 | 3.8 | -0.9 | -8.1 | 5.7 | 5.0 | -2.6 | 1.5 | 4.1
[8] CCOc1ccccc1C1C(C(N)=O)=C(C)Nc2nc(-c3ccc(OC)cc3)nn21 (stereo unspecified)
    6.9 | -3.7 | -1.2 | -1.8 | 18.4 | -0.1 | -5.3 | 0.7 | -3.2
[10] CCn1ncc(/C=N\NC(=O)COc2cc(C)cc(C)c2)c1C
    1.5 | 4.8 | -0.5 | 1.2 | 4.2 | -4.2 | 0.9 | 4.3 | -1.1

Further compounds follow:
Every second line gives: PAFAH2 inh | LYPLA2 inh | PAFAH1B2 FP inh | PREPL inh | PAFAH1B3 inh | pPAFAH FP inh | PAD4 inh | GSTO1 inh | LYPLA1 inh
[16] CCOC(=O)N1CCN(C(=O)CSc2nnc(-c3ccccc3OC)o2)CC1
    -6.0 | 1.2 | 3.8 | 5.0 | 15.6 | 3.1 | -3.2 | 12.6 | 2.9
[17] Cc1cc(C(=O)NC2CCC(C)CC2)c(C)o1 (stereo unspecified)
    3.5 | -9.3 | 4.8 | 5.6 | 8.3 | 0.1 | -1.1 | 3.9 | -4.2
[18] O=C(N/N=C/c1ccncc1)c1cc(C2CC2)nc2ccccc12
    4.9 | -5.1 | 1.5 | -1.1 | 5.0 | 3.0 | -4.7 | 0.9 | -2.9
[19] CCn1c(N)c(C(=O)NC)sc1=S
    -7.3 | 3.4 | -3.5 | -4.7 | -1.2 | -1.1 | -1.4 | 0.2 | 6.3
[20] COC(=O)CC1C(=O)NCCN1C(=O)CSc1nnc(Nc2ccc(C)cc2)s1 (stereo unspecified)
    10.3 | -3.2 | 4.9 | 4.8 | 5.7 | 0.0 | 3.7 | -1.4 | -2.3
[21] O=C(c1ccccn1)N1CCN(S(=O)(=O)c2ccc3ccccc3c2)CC1
    -3.1 | 5.1 | -1.6 | 6.0 | -2.0 | 3.3 | -0.8 | 1.4 | 3.0
[22] CC(OC(=O)/C=C/c1ccc2ccccc2n1)C(=O)Nc1ccc(S(N)(=O)=O)cc1 (stereo unspecified)
    -0.1 | 1.9 | -2.8 | -1.0 | 5.6 | -6.7 | -1.7 | -1.9 | -2.7
[23] CC1=NN(c2ccccc2)C(=O)/C1=C/c1ccc(-c2ccc(C)c(C(=O)O)c2)o1
    nt | 0.9 | nt | 2.1 | nt | 9.8 | -14.9 | 23.2 | 3.2
[24] CSc1nnc(-c2sc(-c3ccccc3)nc2C)n1C
    -0.6 | -1.5 | -5.4 | 3.9 | 3.9 | 3.0 | 3.2 | -9.2 | -0.6
[25] CCOc1ccc(Cc2c(Cl)nc(N)nc2Cl)cc1
    0.6 | 0.0 | 0.1 | 0.5 | 5.3 | 5.7 | -1.6 | -6.3 | 1.3
[26] NC(=O)Nc1ccc(C(=O)OCC(=O)Nc2ccc([N+](=O)[O-])cc2C(F)(F)F)cc1
    66.1* | -10.8 | 2.0 | 1.0 | -5.3 | -6.0 | -5.8 | 3.9 | -8.1
[27] CCOc1cccc2c1OC(c1cc(OC)c(OC)c(OC)c1)N1N=C(c3ccc(C)o3)CC21 (stereo unspecified)
    -9.5 | -6.6 | -9.7 | -11.0 | -6.4 | 5.3 | -41.6 | -2.1 | -8.3
[28] O=C(NCCc1ccccc1)c1ccccc1SCC(=O)N1CCCC1
    4.0 | 0.2 | -2.9 | 12.6 | -2.3 | 7.7 | 1.8 | 2.2 | 0.9
[29] O=C(OCCCc1cc2ccccc2c(=O)o1)c1ccc(C(F)(F)F)cc1
    2.1 | -0.1 | 15.3 | -23.6 | -0.9 | 18.0 | -6.7 | nt | 2.5
[30] CC(C)Sc1nc(SCC(=O)NCc2ccco2)c2c3c(sc2n1)COC(C)(C)C3
    -4.2 | -3.0 | 1.9 | -5.0 | -2.2 | 13.6 | 3.3 | -17.2 | -0.5
[31] N#C/C(=C\C=C\c1ccccc1[N+](=O)[O-])c1nc(-c2ccc3c(c2)OCO3)cs1
    -7.4 | 6.2 | 3.6 | 15.9 | 8.4 | 13.9 | 0.7 | 5.3 | 3.5
[32] COc1ccc(CC(=O)NCc2nnc(SCC(=O)Nc3cccc(F)c3)n2C)cc1
    2.0 | 0.0 | -0.4 | -4.7 | 3.3 | 6.5 | -2.1 | 0.5 | 0.8
[33] Cc1noc(C)c1C(=O)OCC(=O)NC1CC1
    -3.3 | 0.4 | -1.1 | -2.4 | -3.6 | -1.1 | 0.6 | 3.3 | -0.2
[34] Nc1c(C(=O)NCCN2CCOCC2)c2nc3ccccc3nc2n1-c1ccccc1
    -1.8 | -0.6 | 4.6 | 4.5 | 8.8 | -0.3 | -8.6 | 18.2 | 0.3
[35] NNC(=O)CN1C(c2ccccc2)=Nc2ccc(Br)cc2C1c1ccccc1 (stereo unspecified)
    -8.2 | -8.1 | -3.9 | 0.9 | 4.4 | 0.7 | -6.0 | -7.2 | -3.2
[36] O=C(CS(=O)(=O)c1ccccc1)Nc1ccc(Cl)cn1
    0.9 | 7.1 | 6.5 | -11.7 | -3.5 | 4.8 | -2.9 | 0.8 | 2.5
[37] CC(=O)c1cnn(-c2ccc(Cl)cc2)c1C
    -1.8 | 3.0 | 0.5 | -1.2 | 2.6 | 2.8 | -0.2 | 11.6 | 0.6
[38] COc1ccc(NC(=O)Nc2ccc(N(C)C)cc2)cc1
    8.0 | 4.8 | 1.9 | 20.6 | 1.6 | -5.2 | -12.0 | 13.0 | -2.9
[39] Cc1ccc(-c2nnc(N3CCCCC3)c3ccccc23)cc1S(=O)(=O)N(C)C
    -4.3 | -0.3 | 0.6 | 6.4 | -10.3 | 4.6 | 6.0 | 3.6 | 0.5
[40] COc1ccc2[nH]c(C(=O)N3CCN(Cc4ccccc4)CC3)cc2c1OC
    -0.7 | -2.3 | -2.3 | 11.6 | 0.6 | 9.8 | -4.4 | -5.0 | -0.2
[41] CCOC(=O)c1cc(-c2ccc(OC)cc2)n[nH]1
    -0.5 | -8.7 | 3.3 | 14.0 | 1.8 | -0.6 | 2.1 | -2.6 | -3.3
[42] CCc1ccc2[nH]c(=O)c(CN(CCCN3CCOCC3)C(=O)Nc3ccc(Cl)cc3)cc2c1
    -7.5 | 4.5 | -1.1 | -30.9 | -1.8 | 4.4 | -2.3 | 7.7 | -2.0
[43] COc1ccc(C2NC(=O)NC(C)=C2C(=O)OC2CCCC(C)C2)cc1 (stereo unspecified)
    -6.9 | -0.7 | 11.8 | -4.1 | 4.5 | 2.2 | 0.4 | -21.9 | -1.4
[44] Cc1nnc(SCC(=O)NC2CCS(=O)(=O)C2)n1Cc1ccccc1 (stereo unspecified)
    4.2 | 3.0 | 6.1 | 4.3 | 10.0 | 3.9 | -1.4 | 3.1 | 1.9
[45] CCCN(CC(=O)Nc1ccc(F)c(F)c1F)C(=O)C1CC(=O)N(Cc2ccccc2)C1 (stereo unspecified)
    0.5 | 2.6 | 4.2 | 1.0 | 0.7 | 2.6 | -1.9 | -2.6 | 0.8
[46] COc1cc(OCC(=O)NC(C)C)cc2c1C(=O)O[C@@H](C)CCCC(=O)CCCCC2
    4.1 | 3.1 | 4.6 | -2.3 | 2.9 | 4.3 | -2.5 | -1.6 | 2.5
[47] COC(=O)c1cc(N2C(=O)C3C(C2=O)C2(C)C=CC3(C)O2)ccc1Cl (stereo unspecified)
    nt | 2.5 | nt | 1.3 | nt | 3.5 | 0.6 | -5.5 | -3.9
[48] NNC(=O)c1nn(-c2ccc(Cl)cc2)ccc1=O
    5.8 | -0.3 | -2.5 | -23.2 | 5.6 | 6.7 | 0.5 | 9.8 | 1.0

Not all compounds are listed, so the mix of outcomes need not match the whole.
